Source: PubChem BioAssay
APP 5UTR inh: inhibitors of APP translation via 5'UTR reporter, primary screen, APP 5'UTR luciferase, SH-SY5Y cells | inhibition, % at 2 µM | AID 1285, 2008 | actives 0.82% (n = 190,000) | SH-SY5Y APP 5'UTR-luciferase reporter, luminescence;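 active = inhibition above a set limit, derived from the sample mean plus 3 SD, cut at about 45% in these data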; also: values of inactives mirror those of a sister screen read the other way
TNAP act hiacc: TNAP activators at high phosphate acceptor level, primary screen, biochemical, luminescence, uHTS; Alkaline phosphatase, tissue-nonspecific isozyme (Homo sapiens), P05186; activation factor at 20 µM; 200,000 tested, under 10 active; purified TNAP, CDP-star luminescence, 1 M DEA, 30 min; stronger effect = higher value; 0 = EDTA background, 1 = DMSO-only activity;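 active = activation factor at least 2 at 20 µM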
Target sequence (P05186 whole entry, looked up): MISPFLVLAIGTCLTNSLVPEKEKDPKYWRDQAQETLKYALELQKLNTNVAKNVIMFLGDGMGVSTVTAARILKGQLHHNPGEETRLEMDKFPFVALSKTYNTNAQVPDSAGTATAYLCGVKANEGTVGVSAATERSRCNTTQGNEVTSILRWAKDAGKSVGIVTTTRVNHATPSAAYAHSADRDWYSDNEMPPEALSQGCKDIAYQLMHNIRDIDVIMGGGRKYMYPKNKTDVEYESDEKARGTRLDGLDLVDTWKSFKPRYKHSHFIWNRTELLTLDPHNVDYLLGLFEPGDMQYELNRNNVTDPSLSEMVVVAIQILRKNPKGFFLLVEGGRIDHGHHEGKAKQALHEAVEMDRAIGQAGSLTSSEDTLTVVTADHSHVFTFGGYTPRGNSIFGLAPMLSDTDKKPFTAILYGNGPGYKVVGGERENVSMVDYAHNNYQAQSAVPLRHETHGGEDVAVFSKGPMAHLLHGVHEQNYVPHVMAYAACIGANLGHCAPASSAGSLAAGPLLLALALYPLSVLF
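Control set: EDTA negative control, DMSO positive control / Assay system: human TNAP / Quantity: TNAP 1/800 final / Evaluation: TNAP activation factor scaled between EDTA and DMSO control wells / Measured by: luminescent substrate turnover signal / Compound dosing: one dose, 20 µM / Times: 30 min enzyme reaction at room temperature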
FLuc inhib CS: firefly luciferase enzyme inhibitors, primary screen, artefact control for luciferase-based inhibitor screens, biochemical, luminescence, ATPLite. inhibition, % at 10 µM. 10 min. Luciferin 4-monooxygenase (Photinus pyralis), P08659. actives 1.5% (n = 200,000);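 active = inhibition above about 50% when tested at 10 µM, limit read from the data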
Target sequence (P08659 whole entry, looked up): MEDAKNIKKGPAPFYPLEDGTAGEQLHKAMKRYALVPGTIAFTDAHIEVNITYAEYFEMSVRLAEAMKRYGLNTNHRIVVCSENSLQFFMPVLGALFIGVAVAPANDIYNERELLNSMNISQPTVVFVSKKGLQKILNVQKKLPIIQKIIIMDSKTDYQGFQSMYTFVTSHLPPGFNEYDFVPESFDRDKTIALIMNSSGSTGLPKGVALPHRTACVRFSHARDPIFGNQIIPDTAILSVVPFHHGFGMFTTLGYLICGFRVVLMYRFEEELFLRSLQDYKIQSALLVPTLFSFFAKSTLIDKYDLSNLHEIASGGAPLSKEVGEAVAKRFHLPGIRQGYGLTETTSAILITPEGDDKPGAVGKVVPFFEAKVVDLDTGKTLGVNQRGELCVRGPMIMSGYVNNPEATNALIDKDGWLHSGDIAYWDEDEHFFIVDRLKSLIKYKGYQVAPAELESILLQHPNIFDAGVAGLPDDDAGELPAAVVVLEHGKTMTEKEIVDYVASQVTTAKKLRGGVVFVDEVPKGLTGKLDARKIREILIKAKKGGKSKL
RAM inhibit: inhibitors of the yeast RAM network, primary screen, dse1pr::URA3 reporter, 5-FOA selection; S. cerevisiae dse1pr::URA3 reporter, 5-FOA growth OD615, 2 d; analog-sensitive cbk1-as2 kinase mutant strain; inhibition, % at 50 µM; AID 868, 2007; actives 1.8% (n = 190,000);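 active = inhibition above a set limit, 3 SD over mean compound inhibition, cut at about 8.4% in these data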;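 also: 0% = DMSO-only wells with no growth and 100% = 10 µM 1-NA-PP1 full growth; inhibition rescues growth on 5-FOA so higher OD means more RAM inhibition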
TNAP inh no acc: human TNAP enzyme inhibitors, primary screen, biochemical, luminescent, no phosphate acceptor, uHTS; Alkaline phosphatase, tissue-nonspecific isozyme (Homo sapiens), P05186; purified TNAP, CDP-star luminescence, 30 min; inhibition, % at 20 µM; actives 0.26% (n = 200,000);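 active = tissue-nonspecific alkaline phosphatase inhibition above about 50% at 20 µM in the single-dose screen, limit read from the data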;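 also: 0% = DMSO negative control and 100% = EDTA positive control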
Lmaj promast: Leishmania major promastigote growth inhibition, primary screen; actives 9% (n = 200,000); inhibition, % at 10 µM; AID 1063, 2008; Leishmania major promastigotes, resazurin fluorescence viability; in the data active = inhibition above about 50%;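 also: promastigotes grown with compound for 44 hours at 28 °C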
TNAP inh hiacc: human TNAP enzyme inhibitors, primary screen, biochemical, luminescent, high phosphate acceptor level, uHTS. Alkaline phosphatase, tissue-nonspecific isozyme (Homo sapiens), P05186. purified TNAP, CDP-star luminescence, 1 M DEA. inhibition, % at 20 µM. actives 0.03% (n = 200,000);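 active = over 50% inhibition of tissue-nonspecific alkaline phosphatase at 20 µM in the single-dose screen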;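 also: plate controls were DMSO wells for no effect and EDTA-quenched wells as full inhibition for full effect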
bIAP inhibitor: bovine intestinal alkaline phosphatase inhibitors, primary screen, selectivity assay for TNAP inhibitor project, biochemical, bovine IAP, CDP-star luminescence; purified bovine IAP, 30 min; inhibition, % at 20 µM; 190,000 tested, under 10 active; AID 1019, 2008;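 active = over 50% inhibition of intestinal alkaline phosphatase at 20 µM in the single-dose screen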
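System: purified bovine intestinal alkaline phosphatase (IAP) enzyme; Input: IAP diluted 1/65,000,000 in the well; Measured by: CDP-star luminescence signal; Compound dosing: 20 µM single dose; Incubation: 30 min reaction at room temperature.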
bIAP activator: bovine intestinal alkaline phosphatase activators, primary screen, biochemical, bovine IAP, CDP-star luminescence; actives 0.17% (n = 200,000); alkaline phosphatase, intestinal [Bos taurus]; activation factor at 20 µM; purified bovine IAP, 30 min; stronger effect = higher value; fold of DMSO-control signal, blank-subtracted;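 active = activation factor of 2 or more at 20 µM, a signal rise over negative controls twice the positive control's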
FLuc stim CS: FLuc activators, initial screening, artefact control for FLuc-dependent activation tests, biochemical, ATPlite luminescence; Luciferin 4-monooxygenase (Photinus pyralis), P08659; ATPlite luciferase biochemical, 10 min; 0 = ATP-free wells, 1 = DMSO control; activation factor at 10 µM; 200,000 tested, under 10 active;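 active = luciferase activation factor, scaled between plate controls, of at least 2 with compound at 10 µM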
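System: cell-free luciferase reagent; medium: PBS as buffer for the ATP substrate; doses: test compounds dosed from 2 mM stocks in 100% DMSO; incubation: 10 min, room temperature; measured by: luminescence from luciferase reaction; read-out: luciferase activation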
Numbers without * were called inactive; · = not tested or not shown.

smiles,APP 5UTR inh,TNAP act hiacc,FLuc inhib CS,RAM inhibit,TNAP inh no acc,Lmaj promast,TNAP inh hiacc,bIAP inhibitor,bIAP activator,FLuc stim CS
Cc1sc2nc(SC3CCOC3=O)n(Cc3ccccc3)c(=O)c2c1C (stereo not given),-10,1,-4,2.8,-7,-3,-1,-4,1,1
O=C(NC(c1ccccc1)c1ccccc1)C1(c2cccs2)CCOCC1,-6,1.1,-5,4.2,-3,17,-7,-2,1,1
Cc1ccc2oc(=O)c3cnn(CC(=O)N(CCC(C)C)Cc4ccco4)c3c2c1,-10,1.1,-5,3.6,-18,4,-9,8,0.9,1
CCC(C)(C)NC(=O)CN(CCc1cccc(C)c1)C(=O)c1csnn1,-16,1,-6,0.3,-11,-1,-3,-16,1.2,1.1
Cc1cc(NC(=O)CCC2CCCCC2)no1,-8,1,10,0.2,-7,-11,-1,1,1,0.9
CCOc1ccc(NC(=O)c2ccc(Br)o2)c([N+](=O)[O-])c1,-4,1,-1,4.8,0,-5,1,-11,1.1,1
CCOc1ccc(N2C(=O)CC(Sc3nc(CC(C)C)ccc3C#N)C2=O)cc1 (stereo not given),-7,1,-1,7.3,-5,-6,-1,4,1,1
Cc1ccc(NC(=O)CCCSc2nc3ccccc3[nH]2)cc1,-13,1.1,-7,1.1,-16,4,-7,0,1,1.1
O=[N+]([O-])c1ccc(N/N=C/c2sc(N3CCOCC3)nc2-c2ccccc2)c(S(=O)(=O)Nc2ccccc2Cl)c1,-1,0.6,2,8.4*,36,70*,37,·,0.5,1
Cc1nc(-c2coc3c(CN(C)C)c(O)ccc3c2=O)cs1,3,1,-9,0.2,-2,7,-2,-3,1,1.1
COc1ccc(NCc2ccc([N+](=O)[O-])s2)cc1,49*,1,-2,-0.3,15,73*,2,-28,1.3,1
COc1cc(CCC(=O)OCC(=O)NC(=O)c2ccc(Cl)cc2)cc(OC)c1OC,4,1.1,-8,3.2,-9,8,-8,-7,1.1,1.1
COc1cc(OC)c(CN2CCN(c3ccc(F)cc3)CC2)cc1Br,-25,1.1,-13,0.9,-4,10,-12,8,0.9,1.1
Cc1cc(OC(=O)c2c(Cl)cc(Cl)cc2Cl)nc(C)n1,-22,1,5,0.3,0,-3,2,8,0.9,1
NNC(=O)C12CC3CC(C1)CC(n1ncnn1)(C3)C2,-6,1,-6,0.9,-5,-6,-4,40,0.6,1.1
Cc1ccc(-c2cc(C(=O)Nc3ccccn3)c3ccccc3n2)o1,-5,1,14,4.1,-8,-1,-3,9,0.9,0.9
O=C(Nc1ccc(F)cc1)c1cccnc1N1CCCCC1,2,1,-2,-0.4,-4,-1,-2,2,1,1
CCN(CC)S(=O)(=O)c1cccc(C(=O)NC(C(=O)Nc2nnc(C)s2)C(C)C)c1 (stereo not given),12,1,-5,3.0,-8,-2,-5,1,1,1
COc1ccc(C)cc1-n1nc2ccccc2n1,15,1,-1,0.4,1,-3,-1,-1,1,1
Cc1cc(C)c(C#N)c(SCC(=O)Nc2ccc3c(c2)OCO3)n1,-77,1,-3,2.4,-5,-7,0,5,1,1
COc1ccc(C(=O)CC2OC(=O)c3ccccc32)cc1OC (stereo not given),-10,1,0,1.2,-4,3,3,-6,1.1,1
COc1ccc(Nc2nc(C)cc(=O)[nH]2)c(OC)c1,1,1,-9,0.4,-6,-1,-4,7,0.9,1.1
Cc1cccc(-c2nnnn2-c2cccc(C)c2)c1,-7,1,-1,1.7,1,3,-1,2,1,1
CCO[C@@H]1OC(C(=O)Nc2ccccc2)=C[C@H](c2ccc(Br)cc2)[C@H]1CCCO,-1,1.1,-3,3.4,-6,28,-7,-6,1.1,1
COc1ccccc1NC(=O)c1ccc(NC(=O)CSc2ncccn2)cc1,-7,1,-5,3.6,0,-1,-1,-13,1.1,1
COc1ccc([N+](=O)[O-])cc1N(CC(O)CN1CCCCC1)S(=O)(=O)c1ccccc1 (stereo not given),-1,1,-4,0.4,-1,82*,0,-36,1.4,1
CC(=O)c1cnc(SCCN2C(=O)c3ccccc3C2=O)nc1C,5,1,-6,-0.7,2,3,-4,11,0.9,1.1
COc1ccc(NC(=O)N2CCN(c3nc4ccccc4n3C(C)C)CC2)cc1,6,1.1,-2,2.2,-3,6,-11,-12,1.1,1
COc1cc(NC(=O)CN2C(=O)c3ccccc3C2=O)c(C(=O)O)cc1OC,8,1,-5,0.9,30,5,-3,8,0.9,1
Cc1ccc(C(=O)/C=C/C(=O)c2ccc(C)cc2)cc1,66*,1,2,3.5,-6,101*,-3,-9,1.1,1
Cc1sc(NC(=O)c2ccco2)c(CN2CCN(c3ccc(F)cc3)CC2)c1C,1,1,-4,0.4,-8,34,0,8,0.9,1
Cc1cc(Cl)ccc1C(=O)C1CCCN(C(=O)c2ccoc2)C1 (stereo not given),1,1,-1,0.1,-3,1,0,7,0.9,1
Cn1cccc1Cc1nnc(SCC(=O)Nc2ccc3c(c2)OCCO3)n1-c1ccc(F)cc1,-9,1,-7,3.5,-5,13,-3,-11,1.1,1.1
O=C1c2ccccc2C(Nc2ccc(F)c(Cl)c2)N1c1ccccn1 (stereo not given),16,1.1,-8,2.2,6,5,-9,12,0.9,1.1
CSc1ccc(C(=O)C2CCCN(Cc3cccn3-c3cccnc3)C2)cc1 (stereo not given),10,1.1,-6,0.8,-9,85*,-6,13,0.9,1.1
O=c1c(-c2nc3ccccc3s2)cccn1Cc1ccc(Cl)cc1,-7,1,0,3.2,-7,-6,0,-5,1.1,1
CCOC(=O)C(CCC(=O)O)(CCC(C)C)c1csc(N)n1 (stereo not given),-5,1,-2,-0.1,-9,-3,-3,12,0.9,1
CCN(CC)CCCC(C)Nc1c2ccc(Cl)cc2nc2ccc(OC)cc12 (stereo not given),·,1.1,2,·,-11,·,-13,-11,1.1,1
Cc1ccc(Nc2ncnc3nc[nH]c23)cc1Cl,-98,1.1,11,4.3,-150,-6,-5,-12,1.1,0.9
CC1CCCCN1CC(=O)Nc1ccc2c(c1)OC(F)(F)O2 (stereo not given),-9,1,-4,1.7,-16,1,-3,2,1,1
CCn1nnc(NC(=O)c2cccnc2Cl)n1,-10,1,-5,1.6,-28,-3,-3,10,0.9,1
CC(=O)Nc1ccccc1Oc1ccccc1,-20,1,-3,1.1,-4,-2,0,-1,1,1
CCOc1ccc(Cl)cc1S(=O)(=O)n1cnc2cc(C)c(C)cc21,-2,1,-2,0.6,-11,12,-2,-3,1,1
C#CCSc1nnc(-c2cc3c(C(F)(F)F)nn(C)c3s2)n1C,-12,1,0,2.1,-5,-5,1,2,1,1
CCOC(=O)c1[nH]c2ccc(OC)cc2c1NC(=O)c1ccc(OC)c(OC)c1,10,1,-3,0.8,-2,34,-1,4,1,1
O=C(COC(=O)COc1ccccc1Cc1ccccc1)Nc1cccnc1Cl,-12,1,1,5.1,-3,-7,1,11,0.9,1
OC(Cc1cccnc1)(Cc1cccnc1)c1cc2ccccc2[nH]1,15,1,-4,2.1,-19,55*,-3,-7,1.1,1
C=CCNC(=O)NC(=O)COC(=O)CNS(=O)(=O)c1ccc(F)c(F)c1F,6,1,1,-0.8,2,0,-1,-8,1.1,1
OCCN(CCO)c1nc(-c2ccccc2)nc2c1oc1ccccc12,1,1.1,-6,1.3,-12,-1,-5,7,0.9,1.1
COCCNC(=O)CSc1nc2ccccc2c(=O)n1CCCC(=O)NCc1ccccc1,1,1,-6,1.4,5,-2,-4,0,1,1.1
O=C(NC1CCCCC1)C(c1ccco1)N(CCc1ccccc1)C(=O)C(F)(F)F (stereo not given),-10,1,-10,5.7,-10,8,-4,2,1,1.1
CCCCC(=O)Nc1ccc(C(=O)Nc2nc(CC(=O)OCC)cs2)cc1,7,1,3,4.5,-2,7,-4,17,0.8,1
CC(c1nnnn1C1CCCCC1)N(Cc1ccccc1)Cc1cccnc1 (stereo not given),-4,1,0,-0.5,-5,92*,-1,5,0.9,1
CCOC(=O)c1cc(-c2ccncc2)nc2c1c(C)nn2C,0,1,-3,0.5,-10,23,-4,-2,1,1
CN1CCN(NC(=O)CC(C)(C)C)CC1,5,1,-1,0.4,-9,-6,-4,-10,1.1,1
COc1ccc(C(=O)C(CN2CCOCC2)c2ccccc2)cc1F (stereo not given),62*,1,-5,1.7,-9,100*,-4,-1,1,1
CCCCn1c(SCC(=O)NCc2ccco2)nc2c1c(=O)n(C)c(=O)n2C,-6,1,-4,-1.0,-6,5,1,16,0.8,1
O=C(CCc1nc2ccccc2c(=O)[nH]1)OCC(=O)N1CCN(S(=O)(=O)c2ccccc2)CC1,-6,1,-4,2.5,-6,-5,-3,-6,1.1,1
Cc1scc(C(=O)NNC(=S)NCC2CCCO2)c1C (stereo not given),-2,1,-1,1.1,-6,-4,0,-30,1.3,1
Cc1cccc(/C(N)=N/OC(=O)COc2ccc(Cl)cc2)c1,-9,1,6,7.1,2,6,2,-7,1.1,0.9

New compounds follow:
smiles,APP 5UTR inh,TNAP act hiacc,FLuc inhib CS,RAM inhibit,TNAP inh no acc,Lmaj promast,TNAP inh hiacc,bIAP inhibitor,bIAP activator,FLuc stim CS
O=C(/C=C/c1ccccc1)/C=C/c1ccccc1,24,1,47,-2.1,-13,100*,-4,4,1,0.5
N#CC(C(=O)NCc1ccco1)c1nc2ccccc2nc1N1CCOCC1 (stereo not given),10,0.9,-8,2.0,2,1,7,30,0.7,1.1
Cn1c(SCC(=O)Nc2nccs2)nnc1-c1ccncc1,10,1.1,-4,0.9,6,-1,-5,-5,1,1
CC/C(=N/NC(=O)c1ccc(Br)o1)c1ccc(Cl)cc1,5,1.1,-2,2.7,-8,-2,-7,-9,1.1,1

Two successive entries already listed, quoted:
smiles,APP 5UTR inh,TNAP act hiacc,FLuc inhib CS,RAM inhibit,TNAP inh no acc,Lmaj promast,TNAP inh hiacc,bIAP inhibitor,bIAP activator,FLuc stim CS
Cc1cccc(/C(N)=N/OC(=O)COc2ccc(Cl)cc2)c1,-9,1,6,7.1,2,6,2,-7,1.1,0.9
O=C(/C=C/c1ccccc1)/C=C/c1ccccc1,24,1,47,-2.1,-13,100*,-4,4,1,0.5
